PLK1 PBD inh: PLK1 (human) polo-box domain binding inhibition; P53350; Plk1 PBD binding of FITC phosphopeptide, fluorescence polarization; Potency, µM, inactives show max response, negative = inhibition, actives largely listed as inhibitors; 360,000 compounds, 2.8% hits; also: potency is read from the fitted curve at half-maximal effect; series mostly up to about 57 µM; % is scaled to controls: 0 for no effect and ±100 for the full control effect; nearly all actives have a fitted effect of over 65% in size
Abeta rescue: A-beta toxicity reversal in yeast; 410,000 compounds, 0.063% hits; Potency, µM (titrated, usually from 46.1 µM), for the others: at the top dose growth rescue, actives largely listed as activators; yeast expressing A-beta42, growth rescue, OD600, 48 h; response scale: 0% DMSO, 100% iron-clioquinol control; also: potency is read from the fitted curve at half-maximal effect; nearly all actives have a fitted effect of over 55% in size
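Yeast growth medium received pinned compounds, then yeast cells expressing toxic A-beta were added; plates incubated at 30 C for 48 hr. Growth read as absorbance at 600 nm, normalized to DMSO and equimolar FeCl3 plus clioquinol controls.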
aSyn rescue: alpha-synuclein toxicity inhibition in yeast; AID 652106; 370,000 compounds, 0.14% hits; Yeast expressing alpha-synuclein, growth rescue, BacTiter-Glo, 24 h; Potency, µM (doses to about 46.1 µM), inactives show at the top dose growth rescue (activation), hits mostly activators; also: potency is read from the fitted curve at half-maximal effect; % of control where 0% means no effect; nearly all actives have a fitted effect of over 65% in size
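Rescue of yeast growth: cells expressing toxic alpha-synuclein, induced in galactose at OD600 0.02, incubated with compound 24 h at 30 C. ATP luminescence quantified growth; inhibitors of toxicity appear as activators.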
FUS suppressor: FUS proteinopathy suppression in yeast | S. cerevisiae FUS-expressing, growth rescue, OD600, 24 h | 390,000 compounds, 0.24% hits | AID 1347120 | Potency, µM (titrated, usually from 76.6 µM), inactives show at the highest dose growth rescue (activation), usual class: activators;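 also: potency is read from the fitted curve at half-maximal effect; plate controls were DMSO vehicle for no effect and reference control for full effect; nearly all actives have a fitted effect of over 55% in size; some results filed as inactive show a strong effect at the top dose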
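S. cerevisiae expressing FUS from galactose induction served as the toxicity model. Growth after 24hr at 30C, read as absorbance at 600 nm, indicates suppression of toxicity; compounds dosed at several concentrations.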
IL-2 act: activators of IL-2; activation, % (series mostly up to about 46 µM); IL-2 activation reporter assay, cell-based qHTS; stimulated with anti-CD3/CD4/CD28 beads; in transgenic mouse T cells; 360,000 compounds, 0.065% hits; in the data active = activation above about 50%; inconclusive = mostly about 30% to 49%; also: 0% is about no effect
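Readout is EGFP and DsRed signal by fluorescent plate cytometry after 18 h at 37 degrees C. Transgenic mouse T cells (750/well) received compound for 60 min before bead stimulation (anti-CD3, anti-CD4, anti-CD28); memory T cells served as non-tolerant control.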
EPAC1 antag: antagonists of human EPAC1; EPAC1 GEF assay, Rap1b-BODIPY-GDP exchange fluorescence; Potency, µM (doses to about 115 µM), without a hit: at the highest dose activity change, negative = inhibition, actives largely listed as inhibitors; 360,000 compounds, 0.14% hits; AID 720709;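 also: potency is read from the fitted curve at half-maximal effect; plate controls were vehicle for no effect and positive control for full effect; nearly all actives have a fitted effect of over 50% in size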
WRN helicase inh: WRN helicase (human) inhibition; WRN helicase unwinding, fluorescent forked duplex, kinetic; Potency, µM (series often up to 114 µM), inactives show at the top dose activity change, negative = inhibition, actives largely listed as inhibitors; 360,000 compounds, 0.46% hits; also: potency is read from the fitted curve at half-maximal effect; % is scaled to controls: 0 for no effect and ±100 for the full control effect; nearly all actives have a fitted effect of over 55% in size
Target sequence (Q14191 whole entry, looked up): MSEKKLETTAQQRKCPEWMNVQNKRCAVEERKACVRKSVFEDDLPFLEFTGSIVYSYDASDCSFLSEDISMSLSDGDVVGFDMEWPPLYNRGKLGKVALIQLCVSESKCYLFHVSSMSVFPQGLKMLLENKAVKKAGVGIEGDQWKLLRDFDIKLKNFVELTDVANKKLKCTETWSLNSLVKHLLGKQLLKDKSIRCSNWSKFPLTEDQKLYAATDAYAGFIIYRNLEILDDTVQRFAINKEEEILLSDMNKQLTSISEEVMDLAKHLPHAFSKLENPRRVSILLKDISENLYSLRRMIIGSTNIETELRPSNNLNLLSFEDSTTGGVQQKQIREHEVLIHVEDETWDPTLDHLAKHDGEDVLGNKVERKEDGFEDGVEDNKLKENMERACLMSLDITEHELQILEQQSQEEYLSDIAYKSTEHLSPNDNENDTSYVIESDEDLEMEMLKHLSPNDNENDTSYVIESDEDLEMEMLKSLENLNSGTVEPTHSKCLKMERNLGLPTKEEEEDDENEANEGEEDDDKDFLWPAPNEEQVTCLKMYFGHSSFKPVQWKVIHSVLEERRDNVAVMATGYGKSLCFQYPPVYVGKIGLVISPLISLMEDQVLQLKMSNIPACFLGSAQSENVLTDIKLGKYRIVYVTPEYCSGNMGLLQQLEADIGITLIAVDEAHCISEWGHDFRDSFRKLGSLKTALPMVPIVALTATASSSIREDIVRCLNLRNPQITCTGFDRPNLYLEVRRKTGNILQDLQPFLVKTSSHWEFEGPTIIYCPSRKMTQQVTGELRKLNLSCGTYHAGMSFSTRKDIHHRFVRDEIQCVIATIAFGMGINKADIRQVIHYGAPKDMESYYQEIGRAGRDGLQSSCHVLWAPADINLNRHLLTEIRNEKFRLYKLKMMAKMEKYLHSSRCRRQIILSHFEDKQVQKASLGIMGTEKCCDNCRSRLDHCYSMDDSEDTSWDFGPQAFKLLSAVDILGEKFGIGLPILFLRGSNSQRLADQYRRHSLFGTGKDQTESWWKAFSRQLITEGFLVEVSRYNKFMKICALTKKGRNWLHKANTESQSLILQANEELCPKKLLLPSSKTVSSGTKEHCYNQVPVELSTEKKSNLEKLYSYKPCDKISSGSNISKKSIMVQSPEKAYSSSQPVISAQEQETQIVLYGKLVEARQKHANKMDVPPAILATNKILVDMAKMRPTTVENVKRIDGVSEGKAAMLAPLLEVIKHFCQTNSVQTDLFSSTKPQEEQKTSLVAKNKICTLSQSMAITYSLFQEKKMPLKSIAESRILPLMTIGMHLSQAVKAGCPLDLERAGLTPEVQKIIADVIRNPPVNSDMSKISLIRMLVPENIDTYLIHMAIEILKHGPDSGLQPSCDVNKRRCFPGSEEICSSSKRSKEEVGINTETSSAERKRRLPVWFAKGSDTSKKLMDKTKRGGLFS
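Screening of the MLSMR collection measured strand separation of a quenched forked DNA duplex (100 nM) by 20 nM WRN with 2 mM ATP, all final. Compounds were preincubated with enzyme 15 min at room temperature.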
PI5P4Ka inh: blocks human PI5P4K alpha kinase activity | P48426 | PI5P4Kalpha enzyme, ADP-Glo luminescence, 60 min; hits give low values | max response, % | 330,000 compounds, 1.2% hits | AID 652105; active = max response of -50% or lower; inconclusive = between -30% and -50%; inactive = -30% or higher; also: value at the top dose of about 77 µM; % is scaled to controls: 0 for no effect and ±100 for the full control effect
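Reactions run in 0.038 M HEPES pH 7.4, 0.28 mM EGTA, 0.1% CHAPS and 5% DMSO, with PI5P4Kalpha, substrate, compound and 5 microM ATP final, one hour at room temperature. Readout is ADP-Glo luminescence.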
EPAC1 agonist: EPAC1 (human) agonism; Potency, µM (doses to about 154 µM), inactives show at the top dose activation, usual class: activators; AID 720707; 360,000 compounds, 0.073% hits; EPAC1 agonist qHTS, biochemical assay; response scale: 100% = response to 6.5 mM cAMP; O95398; also: potency is read from the fitted curve at half-maximal effect; nearly all actives have a fitted effect of over 60% in size
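Fluorescent GDP-exchange assay: 100 nM EPAC1 with 250 nM Rap1B preloaded with BODIPY-GDP and 50 uM GDP; compounds tested as concentration series, 5 min at room temperature, then read every 5 min for 30 min (ex 480/em 540 nm); normalized to 6.5 mM cAMP.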
Starred values were filed as active, the others as inactive; ? = inconclusive; . = not tested or not shown; [ ] = dose if it differs, or a comment. Unless noted, calls follow the shape of the dose curve; as a rule, active = well fitted curve in the direction sought with a large enough effect; inconclusive = small, poorly fitted or top-dose-only effect, or another doubt; inactive = no such curve, though single readings can be large; an effect the other way counts as inactive or inconclusive.

SMILES | PLK1 PBD inh | Abeta rescue | aSyn rescue | FUS suppressor | IL-2 act | EPAC1 antag | WRN helicase inh | PI5P4Ka inh | EPAC1 agonist
COc1ccc(NC(=O)N(C)C[C@H]2Oc3ccc(NS(=O)(=O)c4cn(C)cn4)cc3C(=O)N([C@H](C)CO)C[C@@H]2C)cc1 | -14% | 5% | -2% | -13% | 0.5 | 10% | 1% | 1 | -18%
CC(=O)N1CCN(C(=O)c2cc(S(=O)(=O)N(C)Cc3ccccc3)ccc2Cl)CC1 | 3% | -1% | 1% | 2% | -0.1 | -18% | 1% | 6 | -5%
CS(=O)(=O)c1ccc(NC(=O)c2ccc3c(c2)S(=O)(=O)N=C2CCCCCN23)cc1 | -5% | -1% | -5% | 15% | 3.1 | 10% | -7% | 6 | -1%
CCOC(=O)c1ccc(NC(=O)CS(=O)(=O)c2cn(CC)c3ccccc23)cc1 | -21% | 2% | 16% | 30% | 1.6 | -23% | -22% | 0 | 3%
COCCCNS(=O)(=O)c1ccc2[nH]c(=O)[nH]c2c1 | 2% | 15% | 0% | -17% | 2.7 | 8% | -3%[11.6 µM] | 2 | 7%
COc1cc(CO)cc(Br)c1OCC(=O)N1CCCCC1 | -4% | 3% | 0% | 22% | -1.6 | 1% | 1% | . | 8%
CCCCn1nnnc1NCc1ccc(C)cc1 | 9% | -11% | 0% | -13% | -0.3 | -6% | -3% | 2 | 15%
Cc1cc(C)c(C(=O)Nc2cccc(F)c2)c(Cl)n1 | -9% | -5% | -4% | 4% | 0.1 | -7% | -2% | 0 | -3%
CCCCNC(=O)CCCCn1c(=S)[nH]c2c([nH]c3ccc(OC)cc32)c1=O | 27µM* | -16% | -7% | 9% | -0.5 | 1% | -6% | -28 | -11%
CN(CC(O)COc1c(F)cc(Br)cc1F)C1CCCCC1 (stereo not drawn) | -8% | 3% | 0% | 17% | -1.6 | -19% | -9%[57.1 µM] | 2 | 2%
COc1ccc(-c2cc(NC(C)=O)c3ncc(-c4ccc(OC)c(OC)c4)n3c2)cc1OC | ? | -12% | 21% | ? | 0.7 | -25% | -24% | -27 | -2%
COc1ccc2[nH]c(=O)c(CN(CCCN3CCOCC3)C(=O)NCc3ccccc3)cc2c1 | -4% | ? | 0% | 0% | -0.2 | -7% | 2% | -2 | 7%
Cc1ccc(Cl)cc1N1CCN(S(=O)(=O)c2ccc(-c3ccc(=O)[nH]n3)o2)CC1 | -10% | -5% | 0% | 7% | -3.3 | 13% | 6% | -4 | -11%
CCN(CC)CCCn1c2c(c(SCC(=O)Nc3cccc(C(C)=O)c3)nc1=O)CCC2 | -10% | 2% | -1% | 10% | -1.2 | 7% | -7% | -3 | -60%[inhibitor]
O=c1ccc2nc3ccccc3sc-2c1 | 21µM* | -88%[inhibitor] | -51%[inhibitor] | 33% | -0.4 | -17% | -6% | ? | 8%
CC(=C\c1ccccc1)/C=C1/SC(=S)N(C(C(=O)O)C(C)C)C1=O (stereo not drawn) | 30µM* | -6% | -66%[inhibitor] | 35% | -1.4 | -21% | -31% | -8 | -8%
CCOC(=O)/C(C#N)=C/c1cccn1-c1ccc(Cl)cc1 | 0% | -15% | 1% | -20% | -2.1 | 1% | -3% | -1 | -1%
COc1ccc(/C=N/NC(=O)Nc2cccc3nsnc23)cc1OC | 3% | 8% | 5% | -4% | -0.1 | 2% | -14% | -10 | -8%
COc1ccc2c(c1)CCC/C2=N/OC(=O)c1ccccc1OC | -12% | -17% | -10% | -41% | 1.2 | ? | -11% | 1 | -3%
O=C(/C=C/c1ccc(F)cc1)Nc1ccc(S(=O)(=O)Nc2ncccn2)cc1 | 0% | . | 1% | 9% | 0.5 | -9% | 1% | -22 | 8%
CC(=O)Nc1cccc(-c2ccnc3c2CC(C(=O)Nc2ccc(Cl)cc2)O3)c1 (stereo not drawn) | 1% | 17% | 1% | 10% | -0.5 | -1% | -3% | 2 | -8%
CCOC(=O)N/N=C/c1ccc(OCCSc2ccc(Cl)cc2)c(OCC)c1 | -5% | 0% | 9% | . | -4.1 | -1% | -25% | 0 | 7%
O=C(C1CCCN(S(=O)(=O)c2cccc3nonc23)C1)N1CCC(Cc2ccccc2)CC1 (stereo not drawn) | 0% | 23% | 11% | ? | 0.0 | -15% | -15% | 6 | 21%
Cc1ccccc1NC(=O)C1CCCN(S(=O)(=O)c2cnc[nH]2)C1 (stereo not drawn) | -1% | -29% | 0% | -17% | -2.8 | 8% | 6% | 0 | -25%
Cc1c(C(=O)Nc2ccccn2)oc2ccccc12 | -9% | -20% | -2% | 26% | -2.0 | 7% | -6% | . | 10%

Next compounds.
SMILES | PLK1 PBD inh | Abeta rescue | aSyn rescue | FUS suppressor | IL-2 act | EPAC1 antag | WRN helicase inh | PI5P4Ka inh | EPAC1 agonist
Clc1ccccc1N=C1SCCS1 | 0% | ? | 11% | -3% | -1.2 | 7% | -4% | 1 | 1%
O=C(NCCCN1CCOCC1)c1cc(-c2ccc(Cl)s2)nc2ccccc12 | -8% | -4% | -2% | 19% | 0.8 | -1% | -15% | -6 | 21%
CCOC(=O)Cc1[nH]nc2c1C(c1cc(OC)ccc1OC)C(C#N)=C(N)O2 (stereo not drawn) | -15% | 18% | -1% | 16% | -3.4 | 7% | 4% | . | 5%
COc1ccccc1C(=O)N/C(=C/c1ccc(Br)cc1)C(=O)NCC(=O)O | -1% | 3% | -17% | -14% | 2.9 | -11% | -13% | . | 2%
CCOc1ccc(NC(=O)CCNC(=O)c2ccco2)cc1 | -10% | 2% | 1% | 11% | -1.1 | -11% | 4% | -10 | 9%
CCOc1cc2[nH]c(=S)n(Cc3ccc(C(=O)NCCOC)cc3)c(=O)c2cc1OCC | -7% | 16% | -8% | 30% | -1.7 | 1% | -7% | -10 | 0%
Cc1ccc(C(=O)NN2C(=O)C3C4C=CC(C4)[C@@H]3C2=O)cc1 (stereo partly drawn) | 2% | 9% | 0% | -5% | 0.0 | 9% | 7% | 5 | -9%
O=C(NCCC1=CCCCC1)c1ccc(Cl)c(S(=O)(=O)N2CCCCC2)c1 | -23% | 12% | -18% | 25% | -5.2 | 9% | 0% | 0 | 7%
Cc1csc(SCC(=O)c2c(N)n(CC(C)C)c(=O)n(C)c2=O)n1 | 0% | -2% | -1% | 0% | -3.4 | 8% | -2% | . | -6%
CN(C)S(=O)(=O)c1ccc(C(=O)Nc2ccc(CCC(=O)N3CCCC3)cc2)cc1 | 0% | 1% | 7% | . | -3.5 | 7% | -15% | -3 | 0%
Cn1nc(SCc2ccccc2)c(=O)n(C(c2ccccc2)c2ccccc2)c1=O | 3% | -7% | -4% | . | -4.8 | -6% | 0% | -1 | 6%
CC(=O)NC12CC3CC(C1)CC(C(=O)Nc1nccs1)(C3)C2 | -9% | -2% | -11% | -11% | 0.7 | 8% | 18% | -5 | 15%
C=CCc1ccc(OCCCOc2ccc(C)cc2OC)c(OC)c1 | -13% | 0% | -7% | -12% | -1.3 | 3% | 2% | 2 | -12%
O=C(c1cc2ccccc2oc1=O)N(Cc1cccs1)Cc1ccccc1Cl | -7% | 1% | 3% | -2% | 0.6 | ? | -10% | 7 | 12%
O=C(CN(c1cc(C(F)(F)F)ccc1Cl)S(=O)(=O)c1ccccc1)NCc1cccnc1 | 3% | 9% | 0% | . | -1.3 | 3% | -10% | -5 | -10%
c1ccc(N2CCN(c3nnnn3-c3ccccc3)CC2)cc1 | -6% | -3% | 2% | 9% | 0.1 | -5% | -13% | -3 | 0%
COc1ccc(Nc2nc3ccccc3nc2-n2nc(C)cc2C)cc1 | -8% | -6% | 0% | -10% | 0.9 | -6% | -13% | -3 | 6%
CC(C)(C)NC(=O)C(c1ccncc1)N(Cc1cccs1)C(=O)Cn1nnc(-c2ccc(F)cc2)n1 (stereo not drawn) | -11% | 7% | 4% | ? | -1.4 | 8% | -1% | -13 | 3%
O=C(NNS(=O)(=O)c1ccc(Cl)cc1)c1cccs1 | -6% | -2% | -3% | -42% | -0.3 | -30% | -3% | 1 | 10%
COc1ccc2[nH]c3c(NCCC4=CCCCC4)ncnc3c2c1 | 6% | -25% | -15% | 41% | -2.1 | -14% | -20% | -61* | -9%
COc1ccc(OCC(=O)Nc2nnc(C)s2)cc1 | 7% | -11% | 0% | . | 3.3 | 3% | -8% | -3 | -4%
CN(C)c1ccc(/C=C(\Cl)c2nc3ccccc3s2)cc1 | -3% | -16% | -5% | . | -4.2 | 3% | 6% | 29 | 5%
CCOC(=O)Cc1csc(NC(=O)/C=C/c2ccc(Br)o2)n1 | -16% | -15% | -7% | -12% | -0.2 | -5% | -2% | 2 | -8%
COc1nc(N)nc(CC(=O)C2CC2)n1 | -2% | 9% | 0% | -35% | -0.4 | 12% | -4%[57.1 µM] | -6 | -5%
Cc1c(C(=O)NN)sc(=S)n1C | -7% | -7% | -2% | 22% | -2.7 | -17% | 1% | -16 | 4%

Following part:
SMILES | PLK1 PBD inh | Abeta rescue | aSyn rescue | FUS suppressor | IL-2 act | EPAC1 antag | WRN helicase inh | PI5P4Ka inh | EPAC1 agonist
Clc1ccc(Cl)c(OCCCCN2CCCCC2)c1 | -1% | -3% | 7% | -18% | 0.8 | 15% | 4% | 3 | 0%
CC(C)CNC(=O)C1CCN(S(=O)(=O)c2ccc(-n3cnnn3)cc2)CC1 | 1% | 8% | -1% | 14% | 0.1 | ? | -6% | 5 | 7%
COCCNC(=O)CN(C(=O)CCC(=O)Nc1ccccn1)c1ccc(C)cc1 | -11% | -14% | -3% | -17% | 2.4 | -24% | 5% | 2 | 9%
CCOC(=O)/C(=C\C=C1/Sc2ccccc2N1CC)C(C)=O | 114%[activator] | -21% | 17% | 27% | 24 | 13% | -5% | 12 | 23%
Cc1ccc(-c2cc(C(=O)N3CCN(C(=O)c4ccco4)CC3)[nH]n2)c(C)c1 | 0% | 3% | 4% | -1% | -4.0 | 10% | -1%[57.1 µM] | -15 | -4%
O=C(COC(=O)[C@H](Cc1ccccc1)NC(=O)c1ccco1)NCc1ccccc1 | -2% | 5% | . | -6% | 0.3 | -5% | -1% | 6 | -1%
